M1 ag parental: counter-screen for M1 agonists: effect in parental CHO-K1 cells. Fluo-8 calcium fluorescence; scaled to maximal ATP response, vehicle zero. 0.48% of 360,000 active. activation, % at 3 µM; in the data active means activation above about 15%;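 further: untransfected CHO-K1 host cells lacking M1 receptor as counterscreen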
CHO-K1 Ca PAM: nonselective calcium activators in parental CHO-K1 cells, primary screen, counter-screen for M1 PAM project, cell-based, Fluo-8 calcium fluorescence, full deck, 1536-well; 0.02% of 360,000 active; activation, % at 3 µM; AID 602247, 2012; ATP EC20; 0% at ATP EC20, 100% at ATP max;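 active means activation above the run cutoff, the mean activation of all test compounds plus 3 SD, cut at about 40% in these data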;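 further: peak over basal fluorescence ratio in a 140 s read after ATP addition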
CHRM1 PAM: human M1 muscarinic receptor positive allosteric modulators, primary screen, CHO-K1 cells, Fluo-8 calcium fluorescence, 1536-well; Muscarinic acetylcholine receptor M1 (Homo sapiens), P11229; CHO-K1 hM1, ACh EC20; 0% = ACh EC20, 100% = maximal ACh; activation, % at 3 µM; 0.088% of 360,000 active; in the data active means activation above about 19%, passing the limit was not always enough
Target sequence (P11229 whole entry, looked up): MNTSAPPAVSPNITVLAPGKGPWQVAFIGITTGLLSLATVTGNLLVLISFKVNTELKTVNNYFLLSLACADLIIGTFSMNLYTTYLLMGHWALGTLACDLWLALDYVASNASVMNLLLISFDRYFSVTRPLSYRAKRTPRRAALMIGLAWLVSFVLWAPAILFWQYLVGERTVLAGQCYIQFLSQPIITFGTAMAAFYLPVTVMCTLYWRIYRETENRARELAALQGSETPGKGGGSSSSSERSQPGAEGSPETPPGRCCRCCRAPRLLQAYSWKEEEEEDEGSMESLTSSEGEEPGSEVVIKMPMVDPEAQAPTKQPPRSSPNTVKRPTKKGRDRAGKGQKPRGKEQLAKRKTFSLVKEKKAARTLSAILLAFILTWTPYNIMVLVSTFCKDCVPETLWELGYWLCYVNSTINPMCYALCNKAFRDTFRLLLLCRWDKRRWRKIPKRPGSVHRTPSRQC
CHO-K1 Ca antag: nonselective inhibitor or artifact in parental CHO-K1 cells; inhibition, % at 3 µM; AID 602250; 0.6% of 360,000 active; ATP-induced calcium, Fluo-8 fluorescence;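 active means inhibition above a per-plate cutoff, the plate's mean sample inhibition plus 3 SD, cut at about 24% in these data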;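 further: 0% = DMSO plus EC80 ATP and 100% = DMSO alone without ATP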
TAAR1 antagonist: human TAAR1 antagonists, primary screen, Fluo-8 calcium fluorescence, CHO RD-HGA16 cells. Trace amine-associated receptor 1 (Homo sapiens), Q96RJ0. antagonist. inhibition, % at 3 µM. 1.5% of 360,000 active. AID 624466, 2012;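 active means inhibition above a per-plate cutoff, the mean inhibition of test compounds on that plate plus 3 SD, cut at about 49% in these data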;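 further: 0% = DMSO plus EC80 beta-PEA response and 100% = DMSO alone without agonist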
Target sequence (Q96RJ0 whole entry, looked up): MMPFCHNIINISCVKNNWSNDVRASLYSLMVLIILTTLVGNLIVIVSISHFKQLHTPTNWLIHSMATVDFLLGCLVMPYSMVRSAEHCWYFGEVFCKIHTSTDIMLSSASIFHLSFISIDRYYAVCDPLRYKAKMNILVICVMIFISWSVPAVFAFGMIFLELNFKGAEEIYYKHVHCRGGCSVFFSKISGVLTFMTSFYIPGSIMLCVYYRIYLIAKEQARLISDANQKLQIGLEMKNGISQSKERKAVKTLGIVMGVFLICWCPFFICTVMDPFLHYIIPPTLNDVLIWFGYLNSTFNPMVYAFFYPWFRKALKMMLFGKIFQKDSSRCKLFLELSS
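Material: CHO RD-HGA16 cells bearing hTAAR1; compound dosing: one-point dosing, 3 µM nominal final; schedule: dye loading 75 min at 37 °C, then 30 min room temperature; measured by: calcium fluorescence with Fluo-8; control set: vehicle and agonist controls; replication: n of 1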
M1 ag: human M1 muscarinic receptor agonists, primary screen, Fluo-8 calcium fluorescence, CHO-K1 cells, HTS; Muscarinic acetylcholine receptor M1 (Homo sapiens), P11229; CHO-K1 hM1, agonist mode; 0% DMSO, 100% acetylcholine EC100; activation, % at 3 µM; 0.33% of 360,000 active; AID 588814, 2011;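 active means activation above the run's mean compound activation plus 3 SD, cut at about 16% in these data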;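 further: peak over basal fluorescence ratio within a 140 s kinetic read after compound addition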
TAAR1 ag: human TAAR1 agonists, primary screen, Fluo-8 calcium fluorescence, CHO RD-HGA16 cells | activation, % at 3 µM | vehicle wells 0%, saturating PEA agonist 100% | Trace amine-associated receptor 1 (Homo sapiens), Q96RJ0 | 0.99% of 360,000 active;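 active means activation above the mean activation of all test compounds in the run plus 3 SD, cut at about 38% in these data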
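Assay system: CHO-derived RD-HGA16 cells with stable Gα16 and human TAAR1; timing: 17-24 h seeding, 75 min 37 °C dye, 30 min RT; read-out: % activation from peak over basal fluorescence ratio, DMSO-to-PEA scaled; measured by: kinetic Fluo-8 calcium fluorescence; benchmarks: low control DMSO, high control PEA (EC100); doses: 3 µM single concentration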
CHO parental Ca: ATP-evoked calcium signal inhibitors, parental CHO, primary screen, counter-screen for OX1R antagonist project, cell-based, fluorescence, Fluo-8 calcium dye | parental CHO-K1, ATP-induced calcium, Fluo-8 fluorescence | 0.63% of 330,000 active | inhibition, % at 5.6 µM;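 active means inhibition above that plate's mean sample inhibition plus 3 SD, cut at about 26% in these data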;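 further: 0% = ATP-challenged DMSO wells and 100% = DMSO wells without ATP; some compounds past the cut are filed as inactive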
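Assay system: untransfected parental CHO cell line. Also added: ATP agonist challenge. Dosing: one dose, 5.6 µM nominal. Measured by: Fluo-8 fluorescence. Read-out: % inhibition. Benchmarks: ATP wells versus no-ATP DMSO wells. Repeats: no replicates.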
CHRM1 antagonist: human M1 muscarinic receptor antagonists, primary screen, CHO-K1 cells, Fluo-8 calcium fluorescence, 1536-well | CHO-K1 hM1, ACh EC80 antagonist | 1.3% of 360,000 active | Muscarinic acetylcholine receptor M1 (Homo sapiens), P11229 | inhibition, % at 3 µM | AID 588852, 2011;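 active means percent inhibition above its own plate's cutoff, namely the mean of that plate's compound wells plus 3 SD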;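 further: peak over basal fluorescence ratio during 140 s after agonist addition; 0% = ACh EC80 plus DMSO and 100% = DMSO alone without agonist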
Active calls of the source: *; x = no result given.

SMILES	M1 ag parental	CHO-K1 Ca PAM	CHRM1 PAM	CHO-K1 Ca antag	TAAR1 antagonist	M1 ag	TAAR1 ag	CHO parental Ca	CHRM1 antagonist
NC(=O)c1ccc(NC(=O)CSc2nnc(-c3ccccn3)n2N)cc1	6.2	17	4	-3	-5	-8	1	-4	1
CC(C)c1ccc(S(=O)(=O)N2CCN(C(=O)c3cccc(F)c3)CC2)cc1	2.0	9	-5	-10	9	0	8	-8	-21
O=C(N/N=C/c1ccco1)C12CC3CC(CC(C3)C1)C2	1.8	13	6	1	-4	-7	-1	-9	-3
CC1OC(=O)c2cc3ccccc3nc21 (stereo not drawn)	-0.2	0	-1	0	-17	-2	2	x	-8
Cc1ccc(NS(=O)(=O)c2ccc(C(=O)N3CCCCCC3)cc2)cc1	8.3	-11	2	-11	29	14	86*	-1	5
O=C(c1cccc(S(=O)(=O)N2CCCCC2)c1)N(CCc1ccccc1)Cc1ccccc1	4.5	3	-5	5	24	-3	1	-17	6
CS(=O)(=O)c1ccc(C(=O)NCc2ccc(F)cc2)cc1	0.1	11	8	-10	-22	-4	1	6	-14
CC1CN(CC(=O)Nc2ccc(Br)cn2)CC(C)O1 (stereo not drawn)	0.3	-9	-8	-6	-17	-2	2	-5	17
CC1CCCC(NC(=O)COC(=O)Cc2ccc(Cl)cc2)C1C (stereo not drawn)	0.7	-16	7	-7	6	-4	-1	-14	-11
N#C/C(=C\c1ccc(F)c(Br)c1)C(=O)NC1CC1	0.9	-3	-1	-2	-35	0	3	-17	9
Cc1cnc(C(=O)OCC(=O)Nc2cc(S(=O)(=O)N3CCOCC3)ccc2Cl)cn1	0.5	4	4	-5	6	-2	0	-10	-7
COc1ccc(/C=C/C(=O)Oc2ccc(/C=N/NC(=O)c3ccncc3)cc2)cc1	3.3	7	8	-19	17	2	1	-2	-6
CCOC(=O)c1ccc(N2C(=O)C3C(/C=C/c4ccccc4)OC4(C(=O)c5ccccc5C4=O)C3C2=O)cc1 (stereo not drawn)	0.4	-2	-2	2	-1	-1	0	-10	0
O=S(=O)(/C=C/c1ccccc1)NCc1ccccc1Cl	0.3	-8	-9	14	14	-9	5	-11	13
COc1ccccc1C(=O)Nc1ccnn1C1CCN(C(C)CSC)CC1 (stereo not drawn)	3.1	5	-4	-8	-7	-4	3	-18	10
COc1cc(OC)cc(-c2c(-c3ccc(F)cc3)c3cc(-c4cnc(OC)nc4)ccc3n2C)c1	0.0	11	7	-22	19	-2	0	-9	-7
Cc1cc(C)nc(-n2ncc3c2CC(c2ccccc2)CC3=O)n1 (stereo not drawn)	2.8	7	0	-17	5	-9	10	-13	0
COc1ccc(CNC(=O)Nc2cc(C)ccc2C)cc1	0.6	9	10	0	8	-12	1	-1	-2
Cc1cc2oc(=O)cc(Cn3ccnc3)c2cc1Cl	1.6	11	1	-14	-16	-5	7	-18	1
Nc1cc(Cl)ccc1CN1C(=O)c2ccccc2C1=O	0.3	-8	-7	13	x	-6	x	x	12
COCC(=O)Nc1nc2ccc(S(C)(=O)=O)cc2s1	0.5	10	7	-2	0	-1	1	-9	-9
O=C(CN1C(=O)c2cccnc2Oc2ccc(Cl)cc21)NCCCc1ccccc1	9.2	15	-9	2	84*	2	8	-17	30*
COc1ccc(Cl)cc1NC(=O)C(=O)N/N=C/c1cc(C)n(-c2ccc(C)cc2)c1C	-0.5	3	10	-30	-15	-3	0	-12	-36
N/C(CSc1ccc(Cl)cc1)=N\S(=O)(=O)c1ccc(Cl)cc1	0.6	-13	9	11	-2	0	-1	-21	-1
CCOC(=O)N1CCN(CCC(=O)Nc2ccc(OC)cc2)CC1	1.4	19	3	-27	-2	-4	7	0	1

Exported with each value named: entries from further up
CCOC(=O)c1ccc(N2C(=O)C3C(/C=C/c4ccccc4)OC4(C(=O)c5ccccc5C4=O)C3C2=O)cc1 (stereo not drawn)
  M1 ag parental = 0.4	CHO-K1 Ca PAM = -2	CHRM1 PAM = -2	CHO-K1 Ca antag = 2	TAAR1 antagonist = -1	M1 ag = -1	TAAR1 ag = 0	CHO parental Ca = -10	CHRM1 antagonist = 0
O=S(=O)(/C=C/c1ccccc1)NCc1ccccc1Cl
  M1 ag parental = 0.3	CHO-K1 Ca PAM = -8	CHRM1 PAM = -9	CHO-K1 Ca antag = 14	TAAR1 antagonist = 14	M1 ag = -9	TAAR1 ag = 5	CHO parental Ca = -11	CHRM1 antagonist = 13
COc1ccccc1C(=O)Nc1ccnn1C1CCN(C(C)CSC)CC1 (stereo not drawn)
  M1 ag parental = 3.1	CHO-K1 Ca PAM = 5	CHRM1 PAM = -4	CHO-K1 Ca antag = -8	TAAR1 antagonist = -7	M1 ag = -4	TAAR1 ag = 3	CHO parental Ca = -18	CHRM1 antagonist = 10

Next part
SMILES	M1 ag parental	CHO-K1 Ca PAM	CHRM1 PAM	CHO-K1 Ca antag	TAAR1 antagonist	M1 ag	TAAR1 ag	CHO parental Ca	CHRM1 antagonist
CCC(C)n1c(=N)c(C#N)cc2c(=O)n3cc(C)ccc3nc21 (stereo not drawn)	0.5	11	15	-9	21	-3	0	6	-21
CC(C)C[C@H](NC(=O)c1[nH]cnc1C(=O)Nc1ccccc1)C(=O)OC(C)(C)C	-0.5	-10	2	1	11	-2	0	-24	1
CC(=O)c1ccc(N2CCN(CC(O)COC(c3ccccc3)c3ccccc3)CC2)cc1 (stereo not drawn)	2.3	18	-36	15	11	-14	7	-17	91*
COc1ccc(CN(CC(=O)NCc2ccc(F)cc2)C(=O)CCC(=O)Nc2cc(C)ccn2)cc1	4.3	24	7	-16	-10	-8	4	-12	-10
Cc1ccc(SCCC(=O)N2CCN(S(=O)(=O)c3ccccc3)CC2)cc1	4.7	-4	0	-10	22	-3	11	-28	4
CCOC(=O)CCc1nc2ccccc2[nH]1	-0.1	-9	-10	-8	-5	-5	0	-4	23
O=C1NC(C2CC3C=CC2C3)Nc2ccccc21 (stereo not drawn)	0.6	6	-3	-3	-21	-3	1	x	4
Cc1ccc(S(=O)(=O)N2CCN(C(=O)COC(=O)c3oc4ccccc4c3C)CC2)cc1	1.1	-1	7	-2	5	-3	2	-10	-8
O=C(COC(=O)CCc1ccccc1)Nc1cc(S(=O)(=O)N2CCOCC2)ccc1N1CCCC1	-0.6	2	-9	-1	11	-7	8	-23	0
CC[C@@]12C(=O)N(c3cccc(Cl)c3)C(=O)N1[C@H](c1cccc(C)c1)[C@@H]1C(=O)N(Cc3ccccc3)C(=O)[C@@H]12	-0.1	-10	1	5	5	-2	1	-25	6
CC1CCCC(C)N1C(=O)COC(=O)c1ccc2ccccc2n1 (stereo not drawn)	0.1	-14	8	5	-3	-4	1	-14	-4
O=C(Nc1ccc(C(=O)O)cc1)/C(=C\c1ccco1)NC(=O)c1ccccc1Cl	1.0	25	10	-7	-8	-3	2	-3	-7
CC(=O)C1=C(c2ccccc2)NC(=O)NC1c1cccs1 (stereo not drawn)	0.7	14	5	-9	-9	-4	3	-11	-6
COc1cc(/C=N/OCC(=O)Nc2cc(C)cc(C)c2)ccc1OCc1ccc(Cl)cc1	0.9	3	5	-4	5	-1	1	-17	-9
Cc1cc2cc(C)c(NCCNC(=O)c3cccc(F)c3)nc2cc1C	0.1	2	8	1	-5	-6	7	-10	0
Nc1nonc1-n1nnc(C(=O)N/N=C/c2ccccn2)c1-c1ccccc1	0.8	-5	16	-4	-14	3	7	x	-11
O=C(CCc1ccc(S(=O)(=O)N2CCOCC2)cc1)Nc1ccc(N2CCOCC2)cc1	0.3	17	0	-10	5	-6	3	-3	-7
CN(CC(=O)Nc1c(Cl)cccc1Cl)C(=O)CNC(=O)c1sc2ccccc2c1Cl	0.8	2	8	-15	-21	-1	-2	x	-7
COc1ccc(CCNC(=O)Nc2cc(F)c(F)cc2Cl)cc1OC	1.0	13	8	-21	-10	-2	9	-22	-18
CC(C)CC(=O)Nc1c2c(nn1-c1ccc(F)cc1)CS(=O)(=O)C2	1.0	9	22	-4	2	-1	1	-4	-21
COc1ccc(OC)c(C(=O)N2CCC(n3nccc3NC(=O)CC(C)C)CC2)c1	0.3	9	-2	-7	-5	-3	1	-24	3
CCOC(=O)/C=C(\C)Nc1cc(C)nn1-c1ccccc1	-0.2	0	3	-5	8	-1	13	9	4
CCn1c(SCc2cccc(F)c2)nnc1-c1cccnc1	0.6	24	10	-8	0	-7	0	3	-9
O=C(NCc1ccco1)C1CC(=O)N(c2ccc(F)cc2)C1 (stereo not drawn)	-0.3	-3	9	9	-11	-1	1	5	-8
O=C(Nc1ccc(Cn2cccn2)cc1)c1ccc(COc2ccccc2Br)cc1	0.2	-9	1	20	88*	-2	6	-10	4
Further records
SMILES	M1 ag parental	CHO-K1 Ca PAM	CHRM1 PAM	CHO-K1 Ca antag	TAAR1 antagonist	M1 ag	TAAR1 ag	CHO parental Ca	CHRM1 antagonist
COc1ccc([C@@H]2CC=C(C(=O)O)[C@H](c3ccc(Cl)cc3)N2S(=O)(=O)c2ccccc2C)cc1	-0.3	-7	6	-3	-4	-3	-1	-26	-8
CC(C)[C@H](NC(=O)OC(C)(C)C)C(=O)N/N=C/c1ccc2nccnc2c1	6.4	14	11	-7	-15	-6	1	-15	-15
CCN(Cc1ccccc1)S(=O)(=O)c1ccc(C(=O)N(CCCN(C)C)c2nc3cc4c(cc3s2)OCO4)cc1	7.0	-1	-3	0	22	-3	32	-16	-1
Cc1c(Cc2ccccc2)c(=O)oc2cc(OCc3nn[nH]n3)ccc12	0.0	18	3	-14	6	-3	-1	-11	-8
CCOc1ccc(C(=O)N2CCC3(CC2)NCCc2[nH]cnc23)cc1OCC	-0.1	13	21	-16	-31	0	4	-3	-19
CCOC(=O)C1=C(C)N(C)C(=O)NC1c1ccc2c(c1)OCO2 (stereo not drawn)	1.1	10	13	-12	-5	-5	4	-13	-17
Fc1cccc(Cl)c1CSc1ccc2nnc(-c3ccccn3)n2n1	-0.4	2	10	-8	-21	-1	0	-11	-12
O=C(CN1CCN(C(=O)c2ccccc2)CC1)Nc1cc(S(=O)(=O)N2CCCC2)ccc1Cl	-0.1	-4	-2	4	10	-3	17	-7	9
CC(C)C[C@@H](CN1CCC[C@H]1CN1C(=O)C(=O)NC[C@@H]1Cc1ccccc1)N1C[C@H](Cc2ccccc2)N(CCc2ccccc2)C(=O)C1=O	0.9	16	x	-24	-6	x	-1	x	x
COc1ccc(C2Nc3ccccc3C(=O)N2c2ccccc2)cc1COc1ccccn1 (stereo not drawn)	1.1	15	2	-19	3	-5	13	-11	-11
O=C(c1cc(-c2cccs2)on1)N1CCc2ccccc2C1	0.1	8	5	-10	12	-4	24	-11	-9
N=c1c2c(ncn1Cc1ccco1)Oc1cc(O)ccc1C2c1ccccc1 (stereo not drawn)	3.3	22	-1	-18	-14	-4	0	3	3
